# Bioassay records as filed in PubChem.
# Calpain2 inh = inhibitors of pig calpain II; inhibition, % at 16 µM; 0.37% of 220,000 active; purified calpain II, fluorogenic peptide substrate, 30 min; AID 1236;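 active = inhibition above about 50%, limit read from the data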
# Rad51 HR inh = Rad51 (human) homologous recombination inhibition. Q06609. hRad51 DNA strand exchange, fluorescence dequenching. inhibition, % at 10 µM. 0.085% of 200,000 active. AID 1385;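 active = inhibition above 40% at the single screening dose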;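 note: 0% = DMSO control wells and 100% = blanks with heterologous ssDNA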
#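 Test system – preformed human Rad51 ssDNA filaments · Reagent – Donor/quencher-labelled 47-bp dsDNA substrate · Incubation – 37 °C 15-min filament assembly, 30-min compound preincubation, 15-min exchange · Signal – FRET fluorescence dequenching, excitation 485 nm, emission 520 nm · Read-out – percent inhibition from fluorescence, normalised to plate control and blank means · Benchmarks – plate control and blank wells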
# Furin inh = blocks human furin protease activity | 0.061% of 220,000 active | inhibition, % at 30 µM | purified furin, fluorogenic substrate cleavage | AID 463115; in the data active = inhibition above about 25%; note: inactives centre near -15
# FXIa inh 1536 = blocks human coagulation factor XIa protease activity. AID 798. 0.14% of 220,000 active. inhibition, % at 5 µM. purified FXIa, Boc-Glu-Ala-Arg-AMC fluorogenic substrate. P03951;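 active = inhibition of at least 40%; inactive = inhibition below 40%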;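 note: fluorescence of freed AMC excited at 355 nm; 0% = enzyme without compound and 100% = no enzyme blank; many of its hits are not listed in these tables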
# hK5 inh = kallikrein 5 (human) inhibition | 0.59% of 210,000 active | AID 873 | recombinant hK5, fluorogenic AMC substrate cleavage | Q9Y337 | inhibition, % at 5 µM;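 active = inhibition of 40% or more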;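 note: 0% = enzyme controls without compound and 100% = no-enzyme blanks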
# Cl transport mod = modulators of human KCC2 chloride dependent transport. KCC2 cells, thallium flux FluoZin-2 fluorescence. B-score of Tl+ flux slope (higher = more flux/activation; lower = inhibition) at 10 µM. 2.2% of 190,000 active. AID 1456;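 active = thallium flux slope and its plate-corrected score both differing from the plate sample mean at a set confidence after two filtering rounds, in either direction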;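 note: slope of fluorescence scaled to starting intensity during 10 to 20 s after thallium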
# Target sequence (Q9H2X9 whole entry, looked up): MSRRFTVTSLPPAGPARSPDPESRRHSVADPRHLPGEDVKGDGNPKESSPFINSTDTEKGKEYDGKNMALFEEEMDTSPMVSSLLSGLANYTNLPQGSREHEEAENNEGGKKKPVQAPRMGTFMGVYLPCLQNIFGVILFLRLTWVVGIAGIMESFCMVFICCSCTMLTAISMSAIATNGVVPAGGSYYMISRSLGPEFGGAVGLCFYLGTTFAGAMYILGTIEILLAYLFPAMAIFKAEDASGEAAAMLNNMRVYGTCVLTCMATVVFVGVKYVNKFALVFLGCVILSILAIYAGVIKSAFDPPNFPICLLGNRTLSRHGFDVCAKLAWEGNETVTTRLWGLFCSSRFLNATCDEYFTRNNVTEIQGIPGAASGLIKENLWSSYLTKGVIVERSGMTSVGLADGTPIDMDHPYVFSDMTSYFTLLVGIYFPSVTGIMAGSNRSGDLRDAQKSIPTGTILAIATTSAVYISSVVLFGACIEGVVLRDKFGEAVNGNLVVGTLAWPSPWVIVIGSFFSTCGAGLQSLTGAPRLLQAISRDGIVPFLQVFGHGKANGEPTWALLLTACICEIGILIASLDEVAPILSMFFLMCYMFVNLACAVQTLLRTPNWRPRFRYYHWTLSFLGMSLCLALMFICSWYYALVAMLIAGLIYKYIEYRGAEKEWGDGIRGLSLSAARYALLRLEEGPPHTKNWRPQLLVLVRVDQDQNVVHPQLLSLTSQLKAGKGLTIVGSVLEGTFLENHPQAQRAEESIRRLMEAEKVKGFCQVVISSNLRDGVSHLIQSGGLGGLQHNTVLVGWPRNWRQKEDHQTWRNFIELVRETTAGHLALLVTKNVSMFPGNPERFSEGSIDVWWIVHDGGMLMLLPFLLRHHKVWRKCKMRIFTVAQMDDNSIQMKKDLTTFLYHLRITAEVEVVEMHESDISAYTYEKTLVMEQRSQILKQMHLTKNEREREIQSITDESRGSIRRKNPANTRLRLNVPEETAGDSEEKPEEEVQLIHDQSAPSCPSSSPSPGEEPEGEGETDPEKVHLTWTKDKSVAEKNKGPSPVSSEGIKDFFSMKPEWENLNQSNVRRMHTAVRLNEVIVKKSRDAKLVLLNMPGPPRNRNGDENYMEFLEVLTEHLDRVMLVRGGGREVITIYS
# FXIIa inh 1536 = inhibitors of human coagulation factor XIIa; P00748; purified FXIIa, Boc-QGR-AMC fluorogenic substrate, 2 h; inhibition, % at 5 µM; 0.3% of 220,000 active; in the data active = inhibition above about 40%;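 note: 0% = enzyme with no compound and 100% = blank without enzyme; many of its hits are not listed in these tables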
# Thrombin inh = blocks human thrombin protease activity. P00734. AID 1046. inhibition, % at 5 µM. alpha-thrombin, Boc-VPR-AMC fluorogenic substrate cleavage. 0.26% of 220,000 active;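 active = inhibition at or above 40%; inactive = inhibition below 40%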;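 note: 0% = enzyme with no compound and 100% = wells without enzyme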
#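 System – human alpha-thrombin · Medium – pH 7.5 Tris (50 mM) with NaCl 150 mM, Tween 20 0.05% · Compound – single-point dosing at 5 µM, 0.2% DMSO · Incubation – enzyme reaction carried out at room temperature · Technique – fluorescence of released AMC, ex 355 nm, em 460 nm · Read-out basis – % inhibition of thrombin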
# PERK inhibitor = inhibitors of human PERK kinase | Q9NZJ5 | CHO PERK-DD fusion, SEAP luminescence translation reporter | inhibition, % at 5.6 µM | 0.17% of 220,000 active;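 active = inhibition above the mean inhibition of all tested compounds plus 3 SD, set separately per screening campaign, cut at about 2.9% in these data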;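 note: PERK kinase domain activated by AP20187 dimerizer at 100 nM; 0% = DMSO with dimerizer and 100% = rapamycin at 8.4 µM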
# * marks the source's active call; other numbers are inactive results; nt = not tested or not shown; & = joins results of further samples; [ ] = remark or other dose. Some of the compounds tested; count on the stated rates, not on these rows.
# Below each SMILES – hK5 inh, Furin inh, FXIa inh 1536, Cl transport mod, Rad51 HR inh, FXIIa inh 1536, PERK inhibitor, Calpain2 inh, Thrombin inh
Cc1c(CN(C)C(=O)c2sc3cc(Cl)ccc3c2Cl)cnn1C
    -5, -8[20 µM], 4, -0.7, 8, 23, -1.3, 7, 4
Cc1cccn2c(=O)c3cc(C#N)c(=NC(=O)c4ccco4)n(Cc4ccco4)c3nc12
    -4, -29, -4, -0.9, -12, 9, -0.8, -86, 4
CC(=O)Nc1ccc(NC(=O)CSc2nnc3ccc(-c4ccc(F)cc4)nn23)cc1
    -2, -14, -1, 0.39, 12, 7, -0.1, -18, 2
O=C(NCCOc1nc(N2CCOCC2)nc(N2CCOCC2)n1)Nc1ccc(Cl)cc1
    -9, -11[20 µM], -2, -0.16, -6, 3, -0.5, -27, 4
CCC(CC)C(=O)NCc1ccccc1Cl
    -8, -8, 18, -0.00057, 3, 17, 0.2, 1, 2
Cc1cccc(NC(=O)C2CC(=O)OC23CCCC3)c1 (centres undefined)
    -10, 14[20 µM], 4, 0.016, -4, 10, 1.5, -45, 3
Cc1nn2c(C(F)(F)F)cc(-c3ccc(Cl)cc3)nc2c1C(=O)N1CCOCC1
    14, -7, 9, nt, 4, 20, -1.5, -26, 10
CCc1ccccc1NC(=O)c1ccc(-n2c(C)ccc2C)cc1
    -5, -8, 6, nt, -10, 15, -0.4, 13, 5
CC(C)[C@@H]1NC(=O)c2cc([N+](=O)[O-])cc(F)c2NCCC[C@@H](C(N)=O)NC(=O)[C@H](CO)NC1=O
    -3, 4, 11, -0.066, -8, 19, -0.7, 19, 3
COc1ccc(NC(=S)NCCC(c2ccccc2)c2ccccc2)c(OC)c1
    -8, -12[20 µM], -11, nt, 0, 2, 0.5, 23, -1
O=C(COC(=O)/C=C/c1ccc(S(=O)(=O)N2CCCCCC2)cc1)NCc1ccccc1Cl
    -20, -1, 5, -0.93, 10, 4, 1.4, 35, -8
O=C(NC1CC1)c1cccc(Br)c1
    -10, -14, 6, 0.17, 2, 7, 0.8, -7, 0
C[C@H](NC(=O)Nc1ccc2c(c1)OCCO2)C(=O)O
    20, -25, -8, 0.63, -7, 12, -0.5, 8, -7
Cc1ccc(NC(=O)C2C(=O)N(C)c3ccccc32)cc1 (centres undefined)
    -6, -22, 7, 0.1, nt, 9, 0.3, -12, -3
Cc1cc(C)c2cc(CN(CCO)C(=O)NC3CCCCC3)c(=O)[nH]c2c1
    3, -14, -1, -0.7, 6, 5, -0.5, -20, -2
COc1ccccc1NC(=O)CN1C(=O)C(C)Oc2ccccc21 (centres undefined)
    -1, -4, -2, 0.33, -5, 15, 0.2, -20, 5
CCC(C)NS(=O)(=O)c1ccc(NS(=O)(=O)c2ccc(F)cc2)cc1 (centres undefined)
    7, -24[20 µM], -4, nt, 6, 2, -0.2, 7, -3
C/C(CC1CC(C)OC1=O)=N\NC(N)=S (centres undefined)
    5, -17, -5, 0.51, -6, 7, 1.2, 23, -5
C=CCOc1ccc(CNC(C)(C)C)cc1OC
    -1, -3[20 µM], -2, 0.73, -13, 14, -0.3, -21, 2
Cn1nc(-c2ccccc2)c(CSc2ccccc2Cl)c1Cl
    -3, -11[20 µM], 19, -0.073, -7, 27, -0.4, 1, 2
O=C(CNS(=O)(=O)c1ccc2ccccc2c1)OCC(=O)c1ccc(Br)s1
    0, -8[20 µM], 1, 0.0055, 0, 8, -0.2, -16, 1
FC(F)(F)c1ccc(-n2cn[nH]c2=S)cc1
    3, -20, 3, 0.0096, 25, 11, 0.2, -12, 3
CC1(C(=O)NC2CCCCCCC2)CCC(=O)N1Cc1cccs1 (centres undefined)
    1, -11[20 µM], 0, 0.24, -4, 15, -0.7, 3, 7
Cc1ccc(C)n1-c1ccc(N(C)C)cc1
    1, -34, -1, -0.79, 0, 9, 0.6, -35, -2
CC(C)N(C(=O)NC(=O)Nc1ccccn1)S(C)(=O)=O
    -18, -10, 0, -0.14, -3, 4, 0.9, -36, -11
O=C(COC(=O)CCOc1ccccc1)Nc1ncc(Cl)cc1Cl
    -4, -17, 3, -1.8, nt, 7, -0.3, -47, 35
CC1CCc2sc(C(=O)NCc3ccc(F)cc3)cc2C1 (centres undefined)
    4, -10[20 µM], 1, -0.88, -31, 12, 0.5, 9, 1
O=C(Cn1ncc2c1-c1ccccc1OC2)N1CCN(c2ccccn2)CC1
    7, -13, 24, 0.46, 0, 5, -0.5, 11, 0
O=C(O)c1ncc(Cl)c(Cl)c1Cl
    -2&-1, -20&-18, -4&2, 0.029&0.73, 0, 1&11, 2.0&0.5, -19&-16, -6&-3
O=C(NCc1nc2ccccc2[nH]1)c1ccc(S(=O)(=O)N2CCOCC2)cc1
    -10, -18, 2, nt, -9, 16, -0.8, -10, -1

# 2 entries from above, field by field:
CCC(CC)C(=O)NCc1ccccc1Cl
- hK5 inh: -8
- Furin inh: -8
- FXIa inh 1536: 18
- Cl transport mod: -0.00057
- Rad51 HR inh: 3
- FXIIa inh 1536: 17
- PERK inhibitor: 0.2
- Calpain2 inh: 1
- Thrombin inh: 2

Cc1cccc(NC(=O)C2CC(=O)OC23CCCC3)c1 (centres undefined)
- hK5 inh: -10
- Furin inh: 14[20 µM]
- FXIa inh 1536: 4
- Cl transport mod: 0.016
- Rad51 HR inh: -4
- FXIIa inh 1536: 10
- PERK inhibitor: 1.5
- Calpain2 inh: -45
- Thrombin inh: 3

# 3 compounds out of the list, sorted by SMILES length, lowest first:
# Below each SMILES – hK5 inh, Furin inh, FXIa inh 1536, Cl transport mod, Rad51 HR inh, FXIIa inh 1536, PERK inhibitor, Calpain2 inh, Thrombin inh
O=C(NC1CC1)c1cccc(Br)c1
    -10, -14, 6, 0.17, 2, 7, 0.8, -7, 0
FC(F)(F)c1ccc(-n2cn[nH]c2=S)cc1
    3, -20, 3, 0.0096, 25, 11, 0.2, -12, 3
CC1(C(=O)NC2CCCCCCC2)CCC(=O)N1Cc1cccs1 (centres undefined)
    1, -11[20 µM], 0, 0.24, -4, 15, -0.7, 3, 7

# Further records
# Below each SMILES – hK5 inh, Furin inh, FXIa inh 1536, Cl transport mod, Rad51 HR inh, FXIIa inh 1536, PERK inhibitor, Calpain2 inh, Thrombin inh
O=S(=O)(Nc1cccc(Oc2cnccn2)c1)c1ccc(F)cc1
    -4, -23, -3, 0.35, -49, 7, 2.0, -1, 2
CCC1Oc2ccc(C)cc2N(CC(=O)N(Cc2ccncc2)Cc2ccco2)C1=O (centres undefined)
    -6, -14[20 µM], 2, -1.4, -4, 9, -1.2, -14, -4
Cn1cc(C2CC(c3ccccc3)=NN2C(=O)c2ccccc2)c2ccccc21 (centres undefined)
    -22, -16, 2, -1.5, -3, 2, 0.7, -42, -4
CC1CCN(c2ccc(C(=O)O)cc2N)CC1
    -12, -2, -16, 0.16, 4, -7, 0.8, -63, -1
CC1CCN(C(=O)c2cc(N3C(=O)C4C5CCC(C5)C4C3=O)ccc2Cl)CC1 (centres undefined)
    -6, -22, -3, 0.57, -20, 3, 0.3, -17, -10
Nc1[nH]c(N=NC(=O)c2ccc(F)cc2)c2ccccc12
    -20, -1, -4, 0.034, 2, 6, -0.1, 21, -9
CCOC(=O)C1CCN(C(=O)CN(c2cccc(OC)c2)S(=O)(=O)c2ccccc2)CC1
    3, -20, 5, -0.77, 0, 17, -0.1, 7, 5
CCOC(=O)Cn1c(S(=O)(=O)Cc2ccccc2Cl)nc(-c2ccccc2)c1-c1ccccc1
    3, -18[20 µM], 0, nt, -1, 9, -0.7, 2, -7
Nc1cc(-c2ccc(Cl)cc2)nn1-c1ccccc1
    -4, -5, -2, 0.015, 6, 6, 0.5, 12, -11
CC(C)C(=O)NNc1ccc(C(F)(F)F)cn1
    0, -13, 4, nt, 15, 6, 3.6*, -6, -4
O=C(O)c1c[nH]c2ccc(S(=O)(=O)N3CCN(c4ccc(F)cc4)CC3)cc2c1=O
    -15, -10, -1, 0.41, -5, 18, 0.0, -40, 6
O=C(Nc1ccc(Cl)cc1)N1CCC(c2nc(-c3ccc(F)cc3)no2)CC1
    0, -26, 0, -0.57, 6, 2, -1.2, 3, -2
O=C(NC1CCCCCC1)c1c(F)c(F)c(F)c(F)c1F
    -1, -14, -9, 0.76, 7, -5, 1.1, 17, -5
Cc1cccc(C)c1NC(=S)N1CC(C)OC(C)C1 (centres undefined)
    -5, -11, 4, 0.31, 3, 11, 1.1, 12, -3
CN(C)c1ccc(C2OC(=O)C3(CCCC3)C(=O)C2(C)C)cc1 (centres undefined)
    -18, 0[20 µM], 4, 0.91, -8, 12, -0.1, -13, -4
COc1cc(NC(=S)N2CCC(C(N)=O)CC2)cc(OC)c1
    -8, -23, 8, 0.43, -1, 7, 0.7, 2, 1
COc1nnc(-c2ccc(N3CCCCC3)c(NC(=O)C3CCCCC3)c2)c2ccccc12
    -5, -7[20 µM], -3, 0.4, nt, 4, -0.2, -36, 0
CCCN(CC(=O)Nc1ccc(Cl)cc1Cl)C(=O)/C=C/c1cc(OC)ccc1OC
    -54, -9, 7, 0.37, 9, 4, 0.2, -349, 0
O=C(O)c1sccc1Oc1ccc(F)cc1[N+](=O)[O-]
    -16, -8[20 µM], -7, -1.2, nt, -3, 1.1, -9, -2
CCN1C(C#N)=C(C#N)N=C(C)CC1(C)C
    -4, -16, -5, -0.68, 17, 10, -0.4, -30, 5
O=C(c1cccs1)N1CCC(c2nc(-c3ccc(S(=O)(=O)N4CCOCC4)cc3)no2)CC1
    -18, -18, 2, nt, 1, 17, -0.3, -2, 4
CC(=O)C1=C(O)C(=O)N(c2ccc(Br)cn2)C1c1ccc(Br)cc1 (centres undefined)
    3, -25, 0, -1.9, nt, 15, 1.3, -39, -2
Cc1cc(O)ccc1NC(=O)c1ccccc1
    -7, -17, 17, -0.81, nt, 25, -0.1, 1, -1
CC(=O)N1N=C(c2ccc(Br)cc2)OC12CCCC2
    0, -19, 0, -2.7, 16, 5, 0.7, -20, 1
COc1ccc(OC)c(S(=O)(=O)Nc2cccc(F)c2)c1
    8, -24[20 µM], -24, nt, nt, 4, 0.7, -4, -3
Cc1cc(C)c(NS(=O)(=O)c2ccc(NC(=O)c3cccs3)cc2)c(C)c1
    -9, -19, 7, -0.51, 0, 7, 0.1, -5, 1

# 3 of the entries above in order of the Furin inh value, falling.
SMILES	hK5 inh	Furin inh	FXIa inh 1536	Cl transport mod	FXIIa inh 1536	PERK inhibitor	Calpain2 inh	Thrombin inh
Nc1[nH]c(N=NC(=O)c2ccc(F)cc2)c2ccccc12	-20	-1	-4	0.034	6	-0.1	21	-9
Cc1cccc(C)c1NC(=S)N1CC(C)OC(C)C1 (centres undefined)	-5	-11	4	0.31	11	1.1	12	-3
C/C(CC1CC(C)OC1=O)=N\NC(N)=S (centres undefined)	5	-17	-5	0.51	7	1.2	23	-5
